Screening data as filed in PubChem BioAssay.
MITF inh: MITF inhibitors, primary screen, biochemical, AlphaScreen, human; inhibition, % at 2.6 µM; AID 1259374, 2018; AlphaScreen MITF homodimerization, bead proximity signal; 650,000 tested, 0.91% active; in the data active = inhibition above about 50%;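 also: 0% = vehicle wells with protein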
Target sequence (O75030 whole entry, looked up): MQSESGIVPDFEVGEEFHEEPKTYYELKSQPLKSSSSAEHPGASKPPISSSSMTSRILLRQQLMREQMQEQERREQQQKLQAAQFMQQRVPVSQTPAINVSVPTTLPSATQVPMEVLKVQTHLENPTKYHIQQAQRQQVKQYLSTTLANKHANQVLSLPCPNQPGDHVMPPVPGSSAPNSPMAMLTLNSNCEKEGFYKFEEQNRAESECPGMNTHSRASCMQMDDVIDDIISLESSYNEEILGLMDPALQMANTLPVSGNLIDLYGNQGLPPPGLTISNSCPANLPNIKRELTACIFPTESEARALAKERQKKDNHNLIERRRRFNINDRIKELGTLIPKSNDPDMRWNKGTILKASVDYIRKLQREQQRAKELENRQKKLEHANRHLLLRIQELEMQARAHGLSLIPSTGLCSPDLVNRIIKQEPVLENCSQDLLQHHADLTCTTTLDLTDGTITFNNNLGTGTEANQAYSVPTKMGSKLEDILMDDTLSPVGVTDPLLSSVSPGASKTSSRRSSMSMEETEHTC
GPR151 activ: activators of human GPR151, primary screen, cell-based, PathHunter beta-arrestin, luminescence. G-protein coupled receptor 151 (Homo sapiens), Q8TDV0. PathHunter beta-arrestin GPR151 cells. activation, % at 11.2 µM. 650,000 tested, 1% active; in the data active = activation above about 4.9%;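 also: 0% = median of compound wells and 100% = cells with positive control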
Target sequence (Q8TDV0 whole entry, looked up): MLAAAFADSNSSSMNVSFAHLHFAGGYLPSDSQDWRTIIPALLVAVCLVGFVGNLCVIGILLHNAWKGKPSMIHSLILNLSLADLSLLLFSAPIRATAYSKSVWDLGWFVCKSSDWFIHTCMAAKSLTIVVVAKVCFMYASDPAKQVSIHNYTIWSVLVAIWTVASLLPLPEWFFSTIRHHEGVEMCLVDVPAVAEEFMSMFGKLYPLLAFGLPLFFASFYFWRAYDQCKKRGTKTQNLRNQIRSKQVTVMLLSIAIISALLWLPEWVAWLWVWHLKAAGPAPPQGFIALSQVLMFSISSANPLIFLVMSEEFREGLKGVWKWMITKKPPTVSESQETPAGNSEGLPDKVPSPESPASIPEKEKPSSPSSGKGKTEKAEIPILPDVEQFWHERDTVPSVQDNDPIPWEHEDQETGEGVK
FBW7 act: FBW7 E3 ligase activators, primary screen, biochemical, AlphaScreen, human. F-box/WD repeat-containing protein 7 (Homo sapiens), Q969H0. AlphaScreen FBW7–phospho-cyclin E peptide binding, activator screen. normalized activity (activation), % at 26.1 µM. 650,000 tested, 0.13% active. AID 1259310, 2017; in the data active = normalized activity above about 1.9%;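 also: purified mutant Fbw7 with reduced substrate affinity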
TEAD-YAP block: TEAD-YAP interaction inhibition, primary screen, TEAD-YAP interaction inhibitor project, luminescence, HEK-TIYL cells; inhibition, % at 9.12 µM; 640,000 tested, 1.4% active; AID 1259422, 2018; TEAD-Gal4/YAP UAS-luciferase luminescence; in the data active = inhibition above about 32%;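 also: 0% = median of test compound wells and 100% = reference inhibitor wells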
Starred values were filed as active, the others as inactive. Rows were taken by chance; about 3.4% have a hit in one of these screens.

The line under a structure holds: MITF inh, GPR151 activ, FBW7 act, TEAD-YAP block
1. Cc1cc(N2C(=O)CN(Cc3ccccc3)C2=S)ccc1Cl
  2.6, -0.8, -0.1, 0.2
2. COc1cc2nc(-c3cccc(N)c3)nc(NCCN3CCOCC3)c2cc1OC
  5.4, -1.2, 0.0, 7.8
3. CC(=O)c1ccc(OC(=O)c2ccncc2)cc1
  -7.7, 0.8, 0.0, 0.3
4. COc1cccc(S(=O)(=O)N2CCc3nc4ncccc4cc3C2)c1
  0.1, -0.7, 0.0, 0.5
5. COCCCNC(=O)COc1ccc(Br)cc1
  1.8, -0.9, -0.1, 4.5
6. N#Cc1cccc(Cl)c1-n1cccc1
  -2.9, 0.3, 0.0, -9.6
7. COc1cc(/C=C2/C(=O)Nc3ccc(Cl)cc32)ccc1OCC(=O)O
  9.0, -1.1, -0.2, -8.3
8. O=S(=O)(c1ccc(-c2csc(Nc3cccc(C(F)(F)F)c3)n2)cc1)N1CCCC1
  15.2, -1.7, 0.5, 7.8
9. CCOC(=O)CC(=O)NC1CC2CCC1(C)C2(C)C (configuration not stated)
  -15.2, 2.4, -0.1, -2.6
10. COc1cc(NS(=O)(=O)c2cc(C)ccc2OC)c(OC)cc1Cl
  13.1, 1.2, -0.1, 4.1
11. COc1ccc(CCNc2nc(-c3ccc(C(N)=O)cc3)nc3c2ncn3C2CCCCC2)cc1
  -0.5, -1.2, 0.0, 8.7
12. Clc1cccc(Nc2nc(Nc3cccc(Cl)c3)nc(Nc3cccc(Cl)c3)n2)c1
  11.7, 1.0, 0.0, 9.4
13. COc1cccc(-c2csc(/C(C#N)=C/c3ccc(C)o3)n2)c1
  0.4, -0.4, 0.1, -14.6
14. CCOC(=O)c1nnn(-c2nonc2N)c1CNc1c(C)n(C)n(-c2ccccc2)c1=O
  11.1, -0.5, 0.3, -13.6
15. COC(=O)c1cc(S(=O)(=O)Nc2cc(OC)cc(OC)c2)cn1C
  2.4, 0.5, -0.2, -3.0

Rewritten tab-delimited: entries from further up
nr	structure	MITF inh	GPR151 activ	FBW7 act	TEAD-YAP block
13	COc1cccc(-c2csc(/C(C#N)=C/c3ccc(C)o3)n2)c1	0.4	-0.4	0.1	-14.6
14	CCOC(=O)c1nnn(-c2nonc2N)c1CNc1c(C)n(C)n(-c2ccccc2)c1=O	11.1	-0.5	0.3	-13.6

By substructure, the compounds so far containing a cyano group (2)
The line under a structure holds: MITF inh, GPR151 activ, FBW7 act, TEAD-YAP block
6. N#Cc1cccc(Cl)c1-n1cccc1
  -2.9, 0.3, 0.0, -9.6
13. COc1cccc(-c2csc(/C(C#N)=C/c3ccc(C)o3)n2)c1
  0.4, -0.4, 0.1, -14.6

More records follow.
The line under a structure holds: MITF inh, GPR151 activ, FBW7 act, TEAD-YAP block
16. O=C(CCCn1c(SCc2cc(=O)n3cc(Cl)ccc3n2)nc2ccsc2c1=O)NCc1ccc2c(c1)OCO2
  -12.4, 0.4, -0.1, -4.0
17. COc1ccc(S(=O)(=O)Nc2ccccc2OC)cc1C
  -0.6, -2.1, -0.3, 0.5
18. COC(=O)c1c(-c2cnc3ccccc3c2C(=O)OC)cnc2ccccc12
  -8.1, -0.6, 0.0, 1.2
19. COc1ccc(OC)c(CN2CCN(Cc3ccc(OC)c(C)c3C)C(CCO)C2)c1 (configuration not stated)
  14.2, -1.9, 0.4, 2.2
20. CC1=C(C(=O)Nc2ccc(F)c(F)c2)C(c2c(Cl)cccc2Cl)NC(=O)N1 (configuration not stated)
  0.2, -0.2, 0.2, 6.4
21. Cc1cccnc1C(NC(=O)C1CCN(C(=O)N2CCOCC2)CC1)c1ccc(F)cc1 (configuration not stated)
  0.4, 2.6, -0.4, -6.2
22. Cc1ccccc1OCC(=O)N/N=C/c1cc(I)ccc1O
  5.5, -0.7, -0.2, 13.3
23. CCOC(=O)N1CC=C2C(C#N)=C(N)C(C#N)(C#N)C(c3cccc(F)c3)C2C1 (configuration not stated)
  -0.9, 0.5, 0.3, 13.8
24. CCOC(=O)c1c(C)oc2c1c(C=NCCCN1CCOCC1)c(O)c1ccccc12
  -0.2, 0.5, -0.2, 5.9
25. O=C(Nc1ccc(Cl)c(F)c1)c1cnn2c1NC(c1ccc(Br)cc1)CC2C(F)(F)F (configuration not stated)
  -1.2, 0.9, 0.0, -9.9
26. O=C(O)C1C2C=CC(C2)C1C(=O)Nc1ccc([N+](=O)[O-])cc1O (configuration not stated)
  -7.4, 0.3, -0.5, 5.6
27. CCOC(=O)c1ccc(NS(=O)(=O)c2ccc3c(c2)NC(=O)CC(=O)N3)cc1
  5.2, 1.3, 0.0, 3.3
28. Cc1ccc(C)c(Cn2nnc3c(=O)[nH]c(C4CCN(C(=O)C(C)C)CC4)nc32)c1
  2.7, 0.3, 0.2, -0.5
29. O=C(NC(=S)Nc1sc2c(c1C(=O)O)CCC2)c1ccccc1
  1.9, -1.1, 0.0, -2.7
30. CCCCOc1ccc(C(=O)NCC(c2ccc(N(C)C)cc2)N(C)C)cc1 (configuration not stated)
  2.7, 1.6, -0.1, -8.2

Next section
The line under a structure holds: MITF inh, GPR151 activ, FBW7 act, TEAD-YAP block
31. CC(=O)Nc1ccc(NC(=O)C(C)Oc2ccc(Cl)cc2Cl)cc1 (configuration not stated)
  -1.2, -1.4, 0.2, -12.2
32. NS(=O)(=O)c1ccc(N=C2C(=O)Nc3ccccc32)cc1
  4.2, -0.2, 0.0, 8.4
33. Cc1cc(=O)n2nc(N3CCCC3C(=O)NCCCN3CCCC3=O)sc2n1 (configuration not stated)
  -2.6, 0.3, 0.1, -3.3
34. COc1cc(Br)cc(/C=N\NC(=O)C2C(=O)NCC2c2ccccc2)c1O (configuration not stated)
  11.9, 0.0, -0.6, 5.2
35. Cc1ncc(CN2CCC(Oc3cccc(C(=O)NCc4ccccc4)c3)CC2)s1
  3.6, 0.0, -0.1, 5.2
36. Cc1cc2oc(C(=O)Nc3c(C)n(C)n(-c4ccccc4)c3=O)c(C)c2cc1C
  0.1, -1.3, 0.0, 1.6
37. Cc1cc(C)c(C#N)c(SCC(=O)c2cccs2)n1
  -10.3, 0.1, 0.1, -9.0
38. O=C(CC1Sc2ccccc2NC1=O)Nc1ccccc1[N+](=O)[O-] (configuration not stated)
  -2.9, 2.3, -0.1, 7.2
39. CC(=O)Nc1ccc(NC(=O)c2ccnc(Nc3ccc(-n4ccnc4)cc3)c2)cc1
  2.4, 0.4, -0.1, 11.2
40. CCCNC(=S)Nc1ccc(Br)cc1
  -1.5, -0.8, -0.1, -1.8
41. C/C(=N\NC(=O)c1ccc2c(c1)OCO2)c1ccc(NC(=O)CCCC(=O)O)cc1
  1.1, 0.2, 0.0, 14.9
42. O=C(Cn1nnc(-c2ccc(NC(=O)c3cccnc3)cc2)n1)NCc1ccco1
  5.2, 0.8, 0.1, -1.2
43. CCOC(=O)C1=C(C)N=c2s/c(=C\c3ccc(C(C)C)cc3)c(=O)n2C1c1ccc(Cl)cc1 (configuration not stated)
  -2.4, 0.2, 0.1, 3.9
44. COC(=O)c1sc(S(=O)(=O)Nc2ccc(-n3cnnn3)cc2)c(C(=O)OC)c1C
  4.3, 2.4, 0.0, 1.6
45. COCCN1C(=O)C(C)Sc2ccc(C#N)cc21 (configuration not stated)
  -8.5, 0.4, -0.1, -6.7

Single values from the list.
FBW7 act result of compound 23 reads 0.3
TEAD-YAP block result of compound 36 reads 1.6

(further entries)
The line under a structure holds: MITF inh, GPR151 activ, FBW7 act, TEAD-YAP block
46. COc1cccc(Nc2cc3c(cc2[N+](=O)[O-])C(=O)N(c2ccc(C)cc2)C3=O)c1
  -4.8, 0.9, -0.1, 3.1
47. Cc1ccc(CC2(CCC(=O)N(C)Cc3cnc4ccccn34)CCC(=O)N2)cc1 (configuration not stated)
  -4.0, 3.9, 0.0, -3.7
48. Oc1ccccc1-c1nc2cnccn2c1NCc1ccc2c(c1)OCO2
  -1.2, -0.5, 0.4, 57.3*
49. CCOc1cc(C(=O)Oc2coc(CSc3nccn3C)cc2=O)cc(OCC)c1OCC
  1.3, -0.2, -0.1, 10.9
50. CCc1nc2sc3c(c2c(=O)[nH]1)CCC3
  -12.8, -1.0, -0.1, -2.9
51. CCCOc1ccc(C2C(=O)N(C3CCC(C)CC3)CC(=O)N2CCC)cc1OC (configuration not stated)
  1.8, -0.6, -0.1, -6.6
52. O=C(Nc1ccc(N2CCOCC2)cc1)c1ccccc1I
  1.4, 2.7, 0.0, -7.5
53. Cc1ccc(C2CC(c3cccs3)=NN2C(=O)CSc2nnc(CNC(=O)c3ccco3)n2Cc2ccccc2)cc1 (configuration not stated)
  5.8, 0.1, 0.4, 5.5
54. COc1ccccc1N1CCN(C2CCCN(C(=O)c3ccccc3)C2)CC1 (configuration not stated)
  1.9, -0.2, 0.0, 0.5
55. O=C(CCCCCNc1nc(=S)[nH]c2ccccc12)NCc1ccco1
  -6.2, 0.8, 0.1, 0.8
56. Cc1cc(C)n(-c2cc(N3CCCCCC3)ccc2[N+](=O)[O-])n1
  8.8, 1.5, -0.5, 12.4
57. COc1cc(OC)cc(C(=O)Nc2ccc(Br)cc2C(=O)O)c1
  -1.9, -0.3, -0.1, -5.4
58. CCN(CC)c1nc(Nc2ccc3c(c2)OCO3)nc(Nc2nccc3ccccc23)n1
  2.2, -1.7, 0.5, -23.9
59. Cc1ccc2c(c1)NC(=O)C(CC(=O)NCc1ccccc1)O2 (configuration not stated)
  10.6, -0.8, 0.1, 3.1
60. O=C(O)c1c(Cl)c2cc(Cl)ccc2[nH]c1=O
  4.7, -2.0, -0.1, 6.5

Other compounds follow.
The line under a structure holds: MITF inh, GPR151 activ, FBW7 act, TEAD-YAP block
61. COc1ccc(-c2nsc(SCC(=O)Nc3ccccc3C)n2)cc1
  14.5, 0.4, 0.4, -8.7
62. COc1ccc(/C=N/N2CCN(c3ccc(Cl)cc3)CC2)cc1O
  15.5, 0.1, -0.3, 10.4
63. CCOc1cc(/C=C2/C(=N)N3N=C(CC)SC3=NC2=O)cc(Cl)c1OCCOc1ccccc1Cl
  -15.6, 1.6, 0.0, -2.2
64. Cc1cccc2sc(NC(=O)C(Cl)Cl)nc12
  0.6, 1.9, -0.1, -7.7
65. CC(C)[C@H](Cn1nc(-c2cccs2)ccc1=O)NC(=O)c1ccc(=O)[nH]n1
  -8.1, 0.2, -0.1, 0.8
66. Cc1cccc(NC(=O)C2CCN(S(=O)(=O)c3ccc4c(c3)CCC(=O)N4)CC2)c1
  23.7, -0.4, -0.1, 5.3
67. N#C/C(=C/c1ccc[nH]1)c1nc2ccccc2s1
  17.9, -0.5, -0.3, -37.2
68. NC(=O)C1(N2CCCCC2)CCN(S(=O)(=O)c2cc(Br)cnc2N)CC1
  -3.6, -0.6, -0.1, 4.8
69. O=C(Nc1cccc2cccnc12)c1ccccc1Br
  -5.0, 0.3, -0.1, 6.9
70. CCOc1cc(C2C(C(N)=O)=C(C)Nc3ncnn32)ccc1OCc1ccccc1 (configuration not stated)
  -3.1, -0.1, 0.0, -12.2
71. CCC(=O)N1c2ccccc2NC2=C(C(=O)CCC2)C1c1ccc(O)c(OC)c1 (configuration not stated)
  4.9, -2.5, 0.2, 2.1
72. Cc1sc(=O)[nH]c1C12CC3CC(CC(C3)C1)C2
  5.6, -0.7, 0.1, 3.8
73. CCOc1cc([N+](=O)[O-])ccc1NC(=S)NC(=O)c1ccc(OC)c(OC)c1
  -1.0, 1.9, 0.3, -1.4
74. Cc1ccc(OCc2nn(C3CC(=O)C4OCC3O4)c(=S)n2C)cc1C (configuration not stated)
  13.7, 1.0, 0.0, -9.6
75. COc1ccccc1N1CC(C(=O)OCC(=O)Nc2ccc3c(c2)OCO3)CC1=O (configuration not stated)
  5.0, 0.0, 0.3, 9.7

The results go on.
The line under a structure holds: MITF inh, GPR151 activ, FBW7 act, TEAD-YAP block
76. O=[N+]([O-])c1cccc(C(=Nc2ccccc2)NO)c1
  13.4, -1.2, 0.2, -6.0
77. O=C(CSc1ccccn1)Nc1cccc(NC(=O)CSc2ccccn2)n1
  0.1, 1.2, 0.1, 6.3
78. COc1cc2c(cc1/C=C1/NC(=O)N(CC(=O)Nc3ccc(C)cc3)C1=O)OCO2
  8.8, -0.6, -0.1, -0.2
79. O=C(NCC1CCCO1)c1ccc(F)c(F)c1 (configuration not stated)
  2.6, 0.2, 0.1, -1.5
80. CCCCc1ccc2c(N)c(C(=O)c3ccc(Cl)cc3)sc2n1
  -6.3, 0.7, 0.2, -2.6
81. Cc1cc(S(=O)(=O)c2ccc(OCC(N)=O)c(C)c2)ccc1OCC(N)=O
  -4.8, -1.1, 0.1, -1.0
82. Nc1cc(C(=O)c2ccc(O)c(N)c2)ccc1O
  20.4, 0.2, -0.1, -4.1
83. O=C(Nc1ccccc1C(F)(F)F)c1ccc(S(=O)(=O)N2CCCC2)cc1
  2.6, 1.3, 0.1, 10.9
84. Cc1ccc(NC(=O)COc2cccc(C)c2)cc1
  -4.3, 0.5, 0.0, -22.1
85. O=C(CN1Cc2ccccc2OC(c2ccsc2)C1)N1CCCCC1c1ccccn1 (configuration not stated)
  -8.4, -0.6, 0.0, -0.7
86. CCOc1ccccc1/C=N/NC(=O)Cc1ccc(Cl)cc1
  -7.4, 0.9, 0.1, 15.9
